Screening results as filed in PubChem BioAssay.
PERK inh – human PERK inhibition, primary cell-based screen; 0.17% of 220,000 active; AID 1416; inhibition, % at 5.6 µM; CHO PERK-DD fusion, SEAP luminescence translation reporter;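 active = inhibition above the mean inhibition of all tested compounds plus 3 SD, set separately per screening campaign, cut at about 2.9% in these data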;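 note: PERK kinase domain activated by AP20187 dimerizer at 100 nM; 0% = DMSO with dimerizer and 100% = rapamycin at 8.4 µM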
hK5 inh – inhibitors of human kallikrein 5 | recombinant hK5, fluorogenic AMC substrate cleavage | inhibition, % at 5 µM | 0.59% of 210,000 active | AID 873;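 active = inhibition of 40% or more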;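 note: 0% = enzyme controls without compound and 100% = no-enzyme blanks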
Target sequence (Q9Y337 67-293 limits assumed): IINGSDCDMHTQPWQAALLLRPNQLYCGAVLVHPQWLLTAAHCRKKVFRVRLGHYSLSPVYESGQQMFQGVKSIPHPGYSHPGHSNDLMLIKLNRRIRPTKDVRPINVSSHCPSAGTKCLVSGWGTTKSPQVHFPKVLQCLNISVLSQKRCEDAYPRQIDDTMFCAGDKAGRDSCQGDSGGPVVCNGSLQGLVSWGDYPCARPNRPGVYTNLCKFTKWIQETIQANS
Furin inh – inhibitors of human furin. P09958. inhibition, % at 30 µM. 0.061% of 220,000 active. purified furin, fluorogenic substrate cleavage; in the data active = inhibition above about 25%; note: inactives centre near -15
Target sequence (P09958 108-714 limits assumed): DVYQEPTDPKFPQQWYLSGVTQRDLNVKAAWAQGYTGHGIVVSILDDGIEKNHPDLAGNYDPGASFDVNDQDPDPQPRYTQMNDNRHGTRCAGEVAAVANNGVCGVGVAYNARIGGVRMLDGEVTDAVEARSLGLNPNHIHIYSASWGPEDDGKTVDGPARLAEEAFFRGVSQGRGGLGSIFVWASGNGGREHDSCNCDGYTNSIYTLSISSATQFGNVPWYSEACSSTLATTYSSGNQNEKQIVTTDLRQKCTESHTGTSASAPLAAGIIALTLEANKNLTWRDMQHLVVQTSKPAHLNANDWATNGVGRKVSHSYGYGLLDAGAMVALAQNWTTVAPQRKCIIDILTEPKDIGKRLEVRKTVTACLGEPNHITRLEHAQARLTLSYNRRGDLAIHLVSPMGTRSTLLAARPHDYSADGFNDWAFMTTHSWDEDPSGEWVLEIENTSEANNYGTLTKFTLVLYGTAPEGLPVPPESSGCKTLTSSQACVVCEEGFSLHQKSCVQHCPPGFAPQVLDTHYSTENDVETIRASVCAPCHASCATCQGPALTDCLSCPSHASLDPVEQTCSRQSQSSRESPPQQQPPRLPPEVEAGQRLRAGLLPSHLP
p97 inhibitor – blocks human p97 ATPase activity. P55072. inhibition, % at 8 µM. 0.42% of 220,000 active. recombinant p97 ATPase, Kinase-Glo ATP luminescence, 3 h; in the data active = inhibition above about 15%;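 note: 0% = DMSO vehicle and 100% = wells lacking enzyme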
KCC2 mod – modulators of human KCC2 chloride dependent transport; B-score of Tl+ flux slope (higher = more flux/activation; lower = inhibition) at 10 µM; KCC2 cells, thallium flux FluoZin-2 fluorescence; Q9H2X9; AID 1456; 2.2% of 190,000 active;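 active = thallium flux slope and its plate-corrected score both differing from the plate sample mean at a set confidence after two filtering rounds, in either direction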;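 note: slope of fluorescence scaled to starting intensity during 10 to 20 s after thallium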
Thrombin inh – thrombin (human) inhibition | alpha-thrombin, Boc-VPR-AMC fluorogenic substrate cleavage | inhibition, % at 5 µM | 0.26% of 220,000 active;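 active = inhibition at or above 40%; inactive = inhibition below 40%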;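 note: 0% = enzyme with no compound and 100% = wells without enzyme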
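Material: Human alpha-thrombin protein | Buffer or medium: pH 7.5 Tris-saline with Tween 20 | Reagent: Boc-VPR-AMC substrate, 15 µM final | Schedule: Reaction at ambient temperature | Detection: AMC fluorescence at 355 nm excitation and 460 nm emission | Evaluation: Percent inhibition scaled between no-compound controls and no-enzyme blanks | Controls: no-compound enzyme wells and no-enzyme blanks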
Wee1 degr inh – blocks degradation of human Wee1 kinase | 1.2% of 220,000 active | HeLa Luc-Wee1K328M stability, luciferase luminescence; 100% = proteasome inhibitor MG132 effect | P30291 | AID 1321 | reporter increase, % at 5 µM;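 active = activation above the mean of all tested compounds plus 3 SD, set per screening run, cut at about 8.8% in these data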;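 note: cells exposed to compound for 20 h before luminescence read; 0% = DMSO alone and 100% = MG132 at 30 µM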
FXIa inh 1536 – factor XIa (human) inhibition; 0.14% of 220,000 active; AID 798; purified FXIa, Boc-Glu-Ala-Arg-AMC fluorogenic substrate; inhibition, % at 5 µM;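 active = inhibition of at least 40%; inactive = inhibition below 40%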;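 note: fluorescence of freed AMC excited at 355 nm; 0% = enzyme without compound and 100% = no enzyme blank; many of its hits are not listed in these tables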
FXIIa inh – factor XIIa (human) inhibition; P00748; purified FXIIa, Boc-QGR-AMC fluorogenic substrate, 2 h; inhibition, % at 5 µM; 0.3% of 220,000 active; AID 800; in the data active = inhibition above about 40%;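 note: 0% = enzyme with no compound and 100% = blank without enzyme; many of its hits are not listed in these tables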
* = called active by the depositor; [ ] = remark or other dose.

For CCOc1ccc(C(=O)N[C@H](C(=O)O)C(C)C)cc1 the results were PERK inh -0.6, hK5 inh 7, Furin inh -19[20 µM], p97 inhibitor -1, KCC2 mod -0.01, Thrombin inh -3, Wee1 degr inh 2, FXIa inh 1536 5 and FXIIa inh 3.
Screening OC(CNCC1COc2ccccc2O1)COCc1cccs1 (stereo not drawn) returned PERK inh 0.5, hK5 inh -15, Furin inh -22[20 µM], p97 inhibitor 2, Thrombin inh 1, Wee1 degr inh 3, FXIa inh 1536 5 and FXIIa inh 14.
COC(=O)c1cc(=O)n(Cc2cccs2)c(=NCc2cccs2)s1 was read as PERK inh 2.8, hK5 inh -3, Furin inh -9, p97 inhibitor 4, KCC2 mod 0.66, Thrombin inh -1, Wee1 degr inh -3, FXIa inh 1536 -3 and FXIIa inh 12.
For CSc1nnc(-c2sc3cc(C(F)(F)F)cnc3c2-c2ccccn2)n1C the results were PERK inh -1.9, hK5 inh -2, Furin inh -24[20 µM], p97 inhibitor 1, KCC2 mod 0.047, Thrombin inh -10, Wee1 degr inh 0, FXIa inh 1536 -7 and FXIIa inh 3.
O=C(C[n+]1cc(-c2ccc(Cl)cc2)n2c1CCC2)Nc1nc(-c2ccccc2)cs1 was read as PERK inh -0.2, hK5 inh -2, Furin inh -14, p97 inhibitor 14, KCC2 mod -1.2, Thrombin inh -9, Wee1 degr inh -4, FXIa inh 1536 -1 and FXIIa inh 1.
Screening Cc1ccc(NC(=O)CCNC(=O)c2ccccc2Cl)cc1S(=O)(=O)N(C)C returned PERK inh -0.3, hK5 inh -13, Furin inh -15, p97 inhibitor 2, KCC2 mod -0.39, Thrombin inh -8, Wee1 degr inh -5, FXIa inh 1536 19 and FXIIa inh 19.
Screening COc1ccc(CCN(C)c2ncnc3sccc23)cc1OC returned PERK inh -0.3, hK5 inh 39, Furin inh -4, p97 inhibitor -5, KCC2 mod -0.43, Thrombin inh 8, Wee1 degr inh -2, FXIa inh 1536 30 and FXIIa inh 20.
Screening COc1cccc(C(=O)NNC(=O)Cc2csc(N)n2)c1 returned PERK inh 1.8, hK5 inh 0, Furin inh -8, p97 inhibitor 7, Thrombin inh 0, Wee1 degr inh -1, FXIa inh 1536 0 and FXIIa inh 10.
Screening COc1ccccc1N1CCN(C(=O)c2ccccc2Oc2ccccc2)CC1 returned PERK inh -1.1, hK5 inh 0, Furin inh -16, p97 inhibitor -10, Thrombin inh 1, Wee1 degr inh 0, FXIa inh 1536 3 and FXIIa inh 15.
Screening COc1ccc(NC2=C(C(C)=O)C(c3ccccc3)C(C(C)=O)C(C)(O)C2)cc1 (stereo not drawn) returned PERK inh -1.3, hK5 inh 6, Furin inh -4, p97 inhibitor 4, KCC2 mod -0.3, Thrombin inh 1, Wee1 degr inh 0, FXIa inh 1536 3 and FXIIa inh 9.
For O=C(CN1CCC(NC(=O)c2ccco2)CC1)Nc1cccc2ccccc12 the results were PERK inh -1.1, hK5 inh -9, Furin inh -24[20 µM], p97 inhibitor 3, KCC2 mod 0.78, Thrombin inh -1, Wee1 degr inh 2, FXIa inh 1536 3 and FXIIa inh 6.
CCN1CCN(c2cc(=O)n(C3CCCCC3)c(=O)[nH]2)CC1 was read as PERK inh 1.5, hK5 inh -14, Furin inh -13, p97 inhibitor 3, KCC2 mod 1.3, Thrombin inh -3, Wee1 degr inh 1, FXIa inh 1536 6 and FXIIa inh 16.
For CN1CCN(CC(=O)Nc2cc(N(C)C)nc3ccccc23)CC1 the results were PERK inh 0.9, hK5 inh -16, Furin inh -14, p97 inhibitor 0, KCC2 mod 0.12, Thrombin inh 1, Wee1 degr inh 1, FXIa inh 1536 -1 and FXIIa inh -4.
N#CC(c1ccccc1)c1ccc(=O)[nH]n1 (stereo not drawn) was read as PERK inh 0.5, hK5 inh -14, Furin inh -10, p97 inhibitor 3, KCC2 mod 2.1, Thrombin inh -10, Wee1 degr inh -1, FXIa inh 1536 -8 and FXIIa inh -4.
`Cc1cccc(Nc2nnc(C)c(=O)n2N)c1` gave PERK inh -0.6, hK5 inh -17, Furin inh -8[20 µM], p97 inhibitor -4, Thrombin inh 1, Wee1 degr inh 0, FXIa inh 1536 2 and FXIIa inh 5.
For CN(/N=C/c1ccco1)C1=NS(=O)(=O)c2ccccc21 the results were PERK inh 0.3, hK5 inh -7, Furin inh 4, p97 inhibitor 4, KCC2 mod 0.6, Thrombin inh -15, Wee1 degr inh 0, FXIa inh 1536 -8 and FXIIa inh -1.
Screening CCOC(=O)c1csc(NC(=O)c2ccc(C#N)cc2)n1 returned PERK inh 0.1, hK5 inh -4, Furin inh -21, p97 inhibitor 3, KCC2 mod 2.2, Thrombin inh -4, Wee1 degr inh 0, FXIa inh 1536 4 and FXIIa inh 10.
Screening CCOc1cc(/C=N/O)ccc1OCC(=O)Nc1cccc(C)c1 returned PERK inh 0.0, hK5 inh -2, Furin inh -12, p97 inhibitor -1, KCC2 mod -1.2, Thrombin inh 3, Wee1 degr inh 2, FXIa inh 1536 0 and FXIIa inh 2.
For O=c1[nH]n(-c2ccccc2)c(=O)c2ccccc12 the results were PERK inh 0.4, hK5 inh 0, Furin inh -2, p97 inhibitor -7, KCC2 mod 0.051, Thrombin inh -2, Wee1 degr inh -1, FXIa inh 1536 5 and FXIIa inh 15.
For CN(C)CCCNc1ccc(-c2nn(C)c(=O)c3ccccc23)cc1[N+](=O)[O-] the results were PERK inh 0.7, hK5 inh -1, Furin inh -14, p97 inhibitor 1, KCC2 mod -0.33, Thrombin inh -5, Wee1 degr inh -2, FXIa inh 1536 -2 and FXIIa inh 11.
For CCc1ccc2c(CN(CC)Cc3nc4ccccc4c(=O)[nH]3)cc(=O)oc2c1 the results were PERK inh -1.0, hK5 inh -5, Furin inh -20[20 µM], p97 inhibitor 2, KCC2 mod -0.88, Thrombin inh -7, Wee1 degr inh -2, FXIa inh 1536 3 and FXIIa inh -2.
O=C(NC(NCCCN1CCOCC1)(C(F)(F)F)C(F)(F)F)C1CCCCC1 was read as PERK inh 1.4, hK5 inh -26, Furin inh -24, p97 inhibitor 5, Thrombin inh -11, Wee1 degr inh -4, FXIa inh 1536 4 and FXIIa inh 13.
Screening O=C(c1ccco1)N1CCN=C1SCc1ccc(F)cc1 returned PERK inh 1.9, hK5 inh 0, Furin inh -16, p97 inhibitor -1, KCC2 mod -0.077, Thrombin inh -1, Wee1 degr inh -2, FXIa inh 1536 7 and FXIIa inh 8.
Cc1ccc(-c2nn(-c3ccccc3)cc2C(=O)N2CCOCC2)cc1 was read as PERK inh -0.5, hK5 inh 8, Furin inh -23, p97 inhibitor -1, KCC2 mod 0.021, Thrombin inh 5, Wee1 degr inh 1, FXIa inh 1536 -12 and FXIIa inh 20.
Screening C/C=C\C=C/C(=O)Nc1cccc(C2=NOC3(C2)C[C@@H](C(N)=O)N(C(=O)/C=C/C=C\C)C3)c1 (stereo partly drawn) returned hK5 inh 1, Furin inh -8, KCC2 mod 0.48, Thrombin inh 3, FXIa inh 1536 2 and FXIIa inh 6.
`CC(=O)Nc1ccc(NC(=O)C(C)OC(=O)CCC(=O)c2ccc(F)cc2)cc1` (stereo not drawn) gave PERK inh 0.7, hK5 inh -32, Furin inh -13[20 µM], p97 inhibitor 1, KCC2 mod 0.033, Thrombin inh -3, Wee1 degr inh 6, FXIa inh 1536 -13 and FXIIa inh 7.
`COc1cccc(N2C(=O)C3CCCN3C2c2ccc(N(C)C)cc2)c1` (stereo not drawn) gave PERK inh 1.1, hK5 inh 0, Furin inh -6, p97 inhibitor 5, Thrombin inh 4, Wee1 degr inh -3, FXIa inh 1536 13 and FXIIa inh 16.
For CCOCCCNC(=O)C(c1ccccc1)N(Cc1ccc2c(c1)OCO2)C(=O)c1ccccc1O (stereo not drawn) the results were PERK inh 0.3, Furin inh -24, p97 inhibitor -2, KCC2 mod -1.6, Thrombin inh 1, Wee1 degr inh -3, FXIa inh 1536 -3 and FXIIa inh 3.
Screening O=C(c1ccccc1)N1N=C(c2ccccc2)CC1c1ccccc1[N+](=O)[O-] (stereo not drawn) returned PERK inh 0.9, hK5 inh -25, Furin inh -25, p97 inhibitor 3, KCC2 mod 0.52, Thrombin inh -1, Wee1 degr inh 0, FXIa inh 1536 3 and FXIIa inh 6.
Screening Cc1ccc(S(=O)(=O)N/N=C/c2ccc(O)c(O)c2)cc1[N+](=O)[O-] returned PERK inh 1.7, hK5 inh -1, Furin inh -23, p97 inhibitor -2, KCC2 mod 0.0083, Thrombin inh -5, Wee1 degr inh 9, FXIa inh 1536 0 and FXIIa inh 10.

2 entries drawn at random from the list so far:
Cc1ccc(-c2nn(-c3ccccc3)cc2C(=O)N2CCOCC2)cc1 was read as PERK inh -0.5, hK5 inh 8, Furin inh -23, p97 inhibitor -1, KCC2 mod 0.021, Thrombin inh 5, Wee1 degr inh 1, FXIa inh 1536 -12 and FXIIa inh 20.
`CC(=O)Nc1ccc(NC(=O)C(C)OC(=O)CCC(=O)c2ccc(F)cc2)cc1` (stereo not drawn) gave PERK inh 0.7, hK5 inh -32, Furin inh -13[20 µM], p97 inhibitor 1, KCC2 mod 0.033, Thrombin inh -3, Wee1 degr inh 6, FXIa inh 1536 -13 and FXIIa inh 7.

Remaining list, next part.
For COc1c(Cl)ccc(Cl)c1C(=O)NC(=S)N1CCOCC1 the results were PERK inh 0.7, hK5 inh -16, Furin inh -21, p97 inhibitor 4, KCC2 mod 0.2, Thrombin inh 5, Wee1 degr inh 2, FXIa inh 1536 -3 and FXIIa inh 10.
For Cc1cc(NC(=O)c2cc3ccccc3o2)cc(C)c1OCC(=O)N1CCOCC1 the results were PERK inh -1.2, hK5 inh -1, Furin inh -8[20 µM], p97 inhibitor -7, KCC2 mod -0.43, Thrombin inh -3, Wee1 degr inh 1, FXIa inh 1536 -1 and FXIIa inh 7.
O=C(NNS(=O)(=O)c1ccccc1[N+](=O)[O-])c1cccc([N+](=O)[O-])c1 was read as PERK inh 1.9, hK5 inh -12, Furin inh -31, p97 inhibitor 6, KCC2 mod -0.61, Thrombin inh -3, Wee1 degr inh 6, FXIa inh 1536 5 and FXIIa inh 14.
For CCOc1ccccc1OCC(=O)NCCc1ccc(S(N)(=O)=O)cc1 the results were PERK inh 1.0, hK5 inh -1, Furin inh -28, p97 inhibitor -1, KCC2 mod 0.85, Thrombin inh 2, Wee1 degr inh 3, FXIa inh 1536 1 and FXIIa inh 9.
`CCc1nc(SCC(=O)O)c(C#N)cc1C` gave PERK inh 0.3, hK5 inh 0, Furin inh -10[20 µM], p97 inhibitor 1, KCC2 mod 0.7, Thrombin inh -6, Wee1 degr inh 5, FXIa inh 1536 -4 and FXIIa inh 4.
Screening COc1ccc(-c2[nH]c(-c3ccc(F)cc3)nc2SCC(=O)NCc2ccco2)cc1OC returned PERK inh 0.5, hK5 inh -12, Furin inh -16, p97 inhibitor 0, KCC2 mod -0.021, Thrombin inh -10, Wee1 degr inh 1, FXIa inh 1536 -6 and FXIIa inh -2.
For COc1ccc(CCNC(=O)COC(=O)c2ccc(Br)o2)cc1 the results were PERK inh -0.5, hK5 inh 4, Furin inh -6[20 µM], p97 inhibitor -2, KCC2 mod 0.41, Thrombin inh -1, Wee1 degr inh -2, FXIa inh 1536 0 and FXIIa inh 11.
`CCc1cc(OCCN(C)C)ccc1Cl` gave PERK inh 1.5, hK5 inh -18, Furin inh -33, p97 inhibitor 2, KCC2 mod 0.17, Thrombin inh 5, Wee1 degr inh -4, FXIa inh 1536 -4 and FXIIa inh -6.
For Cc1ccc(NC(=O)CCC(=O)NNC(=O)c2ccccc2[N+](=O)[O-])c(C)c1 the results were PERK inh 0.5, hK5 inh -1, Furin inh -17, p97 inhibitor 4, KCC2 mod -0.31, Thrombin inh -3, Wee1 degr inh -5, FXIa inh 1536 -1 and FXIIa inh 8.
For O=c1c2cc(N3CCOCC3)ccc2[nH]c(=S)n1Cc1ccco1 the results were hK5 inh -30, Thrombin inh 1, FXIa inh 1536 0 and FXIIa inh 13.
